TRPC6 inh – mouse TRPC6 channel inhibition | Q61143 | HEK293-TRPC6, membrane potential dye, ACh-evoked depolarization; stronger effect = lower value | B-score at 10 µM | hit rate 1.1% among 310,000;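 active = B-score under library mean minus 3 SD, initial fluorescence not abnormally high, positive integrated signal ratio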;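 note: B-score derived from integrated fluorescence ratio over the kinetic read; more negative B-score means stronger inhibition of depolarization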
IEC-6 tox – kills IEC-6 intestinal cells in KLF5 counter-screen; IEC-6 cytotoxicity, luminescence viability; inhibition, % at 5 µM; hit rate 0.78% among 290,000; AID 1825; in the data active = inhibition above about 22%;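 note: 0% = plate median of test compound wells and 100% = cytotoxic reference compound wells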
TRPC6 activator – activators of mouse TRPC6 channel. hit rate 0.13% among 310,000. HEK293-TRPC6 membrane potential dye fluorescence; stronger effect = higher value. Q61143. B-score at 10 µM. AID 2550;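 active = B-score of the integrated fluorescence ratio above library mean plus 3 SD, and starting fluorescence ratio within library mean plus 5 SD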;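 note: higher score means more depolarization so channel activation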
TRPC4 potent – allosterically enhances the mouse TRPC4 cation channel; Q9QUQ5; B-score at 10 µM; HEK293 TRPC4beta/mu-opioid, DAMGO EC20, Fluo-4 Ca2+ flux; stronger effect = higher value; hit rate 0.42% among 310,000;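 active = B-score of calcium response area above 5 SD of library B-scores, with initial fluorescence ratio within 5 SD of library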;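 note: B-score of integrated fluorescence ratio over time as area under calcium response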
SKKanGAS inh – blocks kanamycin growth of S. pyogenes SKKanGAS strain. hit rate 1.3% among 300,000. AID 1662. inhibition, % at 7.5 µM. BacTiter-Glo, 6 h;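 active = mean replicate score, as percent of positive control median, at least 50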;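 note: strain carries kanamycin resistance gene driven by streptokinase promoter and grows in 40 µg/ml kanamycin; loss of luminescence reflects streptokinase promoter inhibition or plain growth inhibition; 0% = median of DMSO wells and 100% = positive control at its reference dose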
TRPC4 agonist – opens the mouse TRPC4 cation channel. HEK293 TRPC4beta/mu-opioid, Fluo4 calcium fluorescence; stronger effect = higher value. B-score at 10 µM. hit rate 0.49% among 310,000;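 active = B-score above 5 SD of library B-scores, and initial fluorescence ratio not above library mean plus 5 SD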;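 note: positive B-score marks a calcium rise read as TRPC4 activation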
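Technique: kinetic Fluo4 calcium fluorescence; Test system: TRPC4beta and mu-opioid receptor HEK293 stable cells; Measure: B-scored integrated calcium fluorescence ratio; Benchmarks: low control buffer alone, high control maximal DAMGO; Schedule: 45 min room-temperature Fluo4 loading, 110 s read.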
KLF5 inh – suppresses KLF5 promoter-driven expression; DLD-1 KLF5 promoter-luciferase reporter, luminescence; inhibition, % at 5 µM; hit rate 0.23% among 290,000; AID 1700;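 active = inhibition above a per-plate limit of that plate's mean compound inhibition plus 3 SD, cut at about 60% in these data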;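 note: 0% = DMSO wells and 100% = LY294002 at 200 µM; higher means less KLF5 promoter-driven luciferase light; inactives centre near -14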
MrgX1 antag – antagonists of human MrgX1 receptor; Q96LB2; MRGX1-HEK293 calcium flux, Fluo-4, BAM8-22 antagonism; stronger effect = lower value; hit rate 1.3% among 310,000; AID 588676; B-score at 10 µM;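 active = calcium-response B-score plate-corrected more than 3 library SD below zero, starting fluorescence within 5 deviations, no agonist response on first addition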;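 note: peak minus trough fluorescence over baseline after final BAM8-22 challenge near maximal dose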
Target sequence (Q96LB2 whole entry, looked up): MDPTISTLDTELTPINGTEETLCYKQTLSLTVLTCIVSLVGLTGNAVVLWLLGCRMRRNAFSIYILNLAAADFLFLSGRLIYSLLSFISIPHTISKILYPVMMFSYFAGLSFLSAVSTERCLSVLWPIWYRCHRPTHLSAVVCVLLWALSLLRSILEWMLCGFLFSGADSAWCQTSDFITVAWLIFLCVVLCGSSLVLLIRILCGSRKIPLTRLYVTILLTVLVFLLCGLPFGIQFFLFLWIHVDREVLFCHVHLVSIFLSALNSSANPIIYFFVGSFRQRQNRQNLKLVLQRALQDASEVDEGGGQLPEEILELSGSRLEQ
TRPC4 inh – inhibitors of mouse TRPC4 channel; Q9QUQ5; B-score at 10 µM; AID 2247; hit rate 0.39% among 300,000; HEK293 TRPC4beta/mu-opioid, DAMGO-evoked Fluo4 calcium flux; stronger effect = lower value;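 active = B-score over 3 SD under the library average, no early fluorescence shift, positive overall ratio signal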
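Assay system: HEK293 cells with stable TRPC4beta plus mu-opioid receptor expression. Dosing: single dose. Measured by: Fluo4 Ca2+ flux fluorescence. Also added: DAMGO in two steps, submaximal then maximal. Read-out: B score from integrated Fluo4 fluorescence ratio.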
aSyn UTR inh – 5' untranslated region of α-synuclein, MLPCN primary screen | alpha-synuclein 5'UTR reporter, inhibitor activity | inhibition, % (tested at 7.5 µM) | hit rate 0.82% among 300,000; in the data active = inhibition above about 60%;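 note: H4 neuroglioblastoma cells stably carrying SNCA 5'UTR luciferase fusion; 0% = DMSO wells and 100% = positive control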
HIF activator – HIF pathway transcriptional activation; hit rate 0.32% among 300,000; U2OS HRE-luciferase reporter, luminescence; normalized: DMSO 0%, desferrioxamine 100%; activation, % at 7.5 µM (by protocol); AID 1910;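 active = mean activation of at least 10% of the iron chelator positive control signal, with at least half of replicates also reaching 10%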
An asterisk follows results filed as active; i = inactive; . = not tested or not shown.

SMILES | TRPC6 inh | IEC-6 tox | TRPC6 activator | TRPC4 potent | SKKanGAS inh | TRPC4 agonist | KLF5 inh | MrgX1 antag | TRPC4 inh | aSyn UTR inh | HIF activator
Cc1occc1C(=O)NC1CCCN(Cc2ccc(Cl)cc2)C1 (stereo not drawn) | i | -2 | i | i | 4 | 62* | -18 | i | i | -1 | -0.6
CCC(=O)Nc1cccc(C(=O)OCC(=O)c2ccccc2Cl)c1 | i | 0 | i | i | -12 | i | -61 | i | i | -171 | 2.6
Fc1ccc(-c2csc(N3CCOCC3)n2)cc1 | i | -7 | i | i | -1 | i | -53 | i | i | -129 | 2.1
COc1cc(CNC(=O)C2CCCC2)cc(OC)c1OC | i | 0 | i | i | -3 | i | -17 | i | i | 9 | 0.1
C=C(C)CN1C(=O)C(=O)N(CC(=C)C)C1=O | i | -3 | i | i | -2 | i | -6 | i | i | 6 | -0.6
FC(F)(F)c1nnc2ccc(N3CCOCC3)nn12 | i | -1 | i | i | 1 | i | 10 | i | i | -12 | -3.7
NC(=O)c1nsc(C(=O)N(c2ccc(F)cc2)C(C(=O)NC2CCCC2)c2ccncc2)c1N (stereo not drawn) | i | 7 | i | i | -13 | i | -22 | i | i | 15 | 0.0
CCNc1nc(NCC)n2c(SCc3nc4ccccc4c(=O)[nH]3)nnc2n1 | i | -2 | i | i | 3 | i | -17 | i | i | 27 | 0.0
CC1CN(C(=O)CCC(=O)N2CCCCC2)c2ccccc2O1 (stereo not drawn) | i | 1 | i | i | -4 | i | -8 | i | i | 19 | 0.0
CC(C)CC(=O)NC(=S)Nc1cccc(NC(=O)c2ccccc2Cl)c1 | i | 1 | i | i | 0 | i | -93 | i | i | 3 | -0.3
Cc1c(NS(=O)(=O)c2ccc(N3CCCCC3)c([N+](=O)[O-])c2)c(=O)n(-c2ccccc2)n1C | i | 1 | i | i | 4 | i | -13 | i | i | 21 | 0.2
O=C(CC1SCCNC1=O)Nc1cccc([N+](=O)[O-])c1 (stereo not drawn) | i | 0 | i | i | 0 | i | 12 | i | i | -15 | 0.3
O=C(NC(=S)NC1CCN(Cc2ccccc2)CC1)c1ccc(F)cc1 | i | -5 | i | i | -2 | i | -35 | i | i | 22 | -26
O=C(NCCN1CCOCC1)C(=O)NCC1OCCN1C(=O)c1ccc(Cl)cc1 (stereo not drawn) | i | -1 | i | i | 1 | i | -14 | i | i | 5 | -0.4
CS(=O)(=O)N(Cc1ccco1)CC(O)Cn1c2ccccc2c2ccccc21 (stereo not drawn) | i | 0 | i | i | 3 | i | -6 | i | i | -1 | -0.4
Cc1ccc(N2C(=O)c3n[nH]c(C)c3C2c2ccccn2)cc1 (stereo not drawn) | i | -2 | i | i | -2 | i | -19 | i | i | -3 | -0.4
Cc1ccc(S(=O)(=O)CCC(=O)Oc2ccc(-c3nnco3)cc2)cc1 | i | . | i | i | 4 | i | . | i | i | 1 | 0.0
CCn1c(=O)cc(OCC(=O)O)c2ccccc21 | i | 1 | i | i | 0 | i | -21 | i | i | 1 | -2.8
COc1ccc(CCN2CC(C(=O)N3CCC(O)(c4ccccc4)CC3)CCC2=O)cc1 (stereo not drawn) | i | 1 | i | i | 2 | i | -46 | i | i | -10 | 0.1
Cc1oc(-c2ccccc2Cl)nc1CN1CCCCC1CO (stereo not drawn) | i | 9 | i | i | 3 | i | -8 | i | i | -5 | -0.4
Cc1ccc(CNC(=O)Cc2ccc(-n3cccc3)cc2)cc1 | i | 3 | i | i | -9 | i | -18 | i | i | -3 | 1.6
CC(=O)c1cccc(NC(=O)Nc2ccc(C(=O)N3CCOCC3)cc2)c1 | i | 2 | i | i | 6 | i | 2 | i | i | 6 | 0.2
Cc1onc(-c2ccccc2Cl)c1C(=O)NCc1ccc(F)cc1 | i | -2 | i | i | 14 | i | -13 | i | i | 1 | 0.0
Cc1ccc(C(=O)Nc2nc3ccc(S(C)(=O)=O)cc3s2)o1 | i | 10 | i | i | 12 | i | -145 | i | i | -43 | 1.2
Cc1cc(OCc2ccc(C(=O)n3cccn3)o2)ccc1Cl | i | 4 | i | i | 5 | i | -54 | i | i | -62 | 2.2
c1ccc(OCc2noc(CN3CCC(C4CCCCC4)C3)n2)cc1 (stereo not drawn) | i | 0 | i | i | 8 | i | -1 | i | i | 10 | -0.7
COc1cccc(C(=O)Nc2ccc(F)cc2F)c1 | i | -2 | i | i | -10 | i | -65 | i | i | -114 | 4.9
CCCCn1c(N)c(N(CC(C)C)C(=O)C2CCN(S(=O)(=O)c3ccc(OCC)cc3)CC2)c(=O)[nH]c1=O | i | . | i | i | -7 | i | . | i | i | 14 | -2.0
COc1ccc(C/C(N)=N/n2cnnc2)cc1Cl | i | -2 | i | i | 3 | i | -11 | i | i | -26 | -0.6
CC(C)(C)OC(=O)CNC(=O)c1nc[nH]c1C(=O)N1CCN(c2ccccc2)CC1 | i | -1 | i | i | -1 | i | -6 | i | i | 7 | 1.8
COc1ccc(C2=NOC(Cn3nc(C(=O)NCc4ccc5c(c4)OCO5)cc3-c3ccccc3)C2)cc1 (stereo not drawn) | i | . | i | i | 8 | i | . | i | i | -10 | -0.2
O=C(Cc1c(F)cccc1Cl)Nc1ccc(S(=O)(=O)Nc2nccs2)cc1 | i | 4 | i | i | -2 | i | -12 | i | i | 11 | 0.8
CCN(CC)C(=O)Cn1cc(S(=O)(=O)CC(=O)N2CCCCCC2)c2ccccc21 | i | -2 | i | i | -8 | i | -34 | i | i | 15 | -0.1
O=C(NC1(C(F)(F)F)C(=O)Nc2c1c(=O)[nH]c(=O)n2-c1ccccc1)c1ccncc1 (stereo not drawn) | i | 0 | i | i | -1 | i | -40 | i | i | 22 | -0.3
O=c1oc2ccc(Br)cc2cc1S(=O)(=O)c1ccc(F)cc1 | i | 0 | i | i | -10 | i | -3 | i | i | -61 | -0.3
O=C1CCN(CCc2ccccc2)CCN1[C@H](CSc1ccccc1)c1ccccc1 | i | -5 | i | i | 3 | i | -22 | i | i | -6 | -1.5
O=C(CCc1ccccc1)NCC(c1ccco1)N1CCc2ccccc21 (stereo not drawn) | i | . | i | i | 3 | i | . | i | i | -28 | 2.8
Cc1ccc(NC(=O)CN(C)C(=O)Cc2ccccc2F)cc1 | i | 4 | i | i | -6 | i | -19 | i | i | -1 | -0.6
O=C(CN1CCN(c2ccc([N+](=O)[O-])cc2)CC1)c1ccccc1 | i | 1 | i | 11* | 2 | i | -29 | i | i | 6 | 0.5
O=C1CN(C(=O)CSc2nncn2-c2ccccc2)c2ccccc2N1 | i | 2 | i | i | -8 | i | -42 | i | i | -20 | -0.1

Two entries drawn at random from the list so far:
SMILES | TRPC6 inh | IEC-6 tox | TRPC6 activator | TRPC4 potent | SKKanGAS inh | TRPC4 agonist | KLF5 inh | MrgX1 antag | TRPC4 inh | aSyn UTR inh | HIF activator
Cc1cc(OCc2ccc(C(=O)n3cccn3)o2)ccc1Cl | i | 4 | i | i | 5 | i | -54 | i | i | -62 | 2.2
Fc1ccc(-c2csc(N3CCOCC3)n2)cc1 | i | -7 | i | i | -1 | i | -53 | i | i | -129 | 2.1

New compounds follow:
SMILES | TRPC6 inh | IEC-6 tox | TRPC6 activator | TRPC4 potent | SKKanGAS inh | TRPC4 agonist | KLF5 inh | MrgX1 antag | TRPC4 inh | aSyn UTR inh | HIF activator
CCOC(=O)CSc1nc2ccccc2c(=O)n1NC(=O)c1ccccc1 | i | 12 | i | i | 4 | i | -80 | i | i | -66 | 0.8
CC(C)(C)NC(=O)NC(=O)Cn1ccsc1=N | i | -6 | i | i | -3 | i | -1 | i | i | -6 | 0.1
CCc1sc(NC(=O)CCC(=O)O)nc1-c1cc2ccccc2oc1=O | i | -8 | i | i | -9 | i | -46 | i | i | 4 | 0.1
CCn1c(SCC(=O)N2CCOCC2)nc2oc3c(Cl)cc(Cl)cc3c(=O)c2c1=O | i | 1 | i | i | 26 | i | -26 | i | i | -18 | -5.1
CCCS(=O)(=O)c1csc(C(=O)OC)c1N | i | 1 | i | i | -5 | i | -16 | i | i | -5 | -0.2
O=C1CC(C(=O)Nc2ccc(C(=O)O)cc2)C(c2ccccc2)O1 (stereo not drawn) | i | 1 | i | i | -1 | i | -39 | i | i | -20 | -0.1
COc1ccc(NC(=O)COC(=O)C(CC(C)C)N2C(=O)C3CC=CCC3C2=O)cc1Cl (stereo not drawn) | i | 1 | i | i | 3 | i | -21 | i | i | -6 | -0.1
COCCNC(=O)/C(C#N)=C/c1c(N2CCN(c3ccccc3)CC2)nc2c(C)cccn2c1=O | i | -1 | i | i | 11 | i | 3 | i | i | 25 | 0.4
Cc1oc2c(c1C(=O)NCCO)CCCC2 | i | 8 | i | i | 6 | i | -3 | i | i | -9 | -0.1
Nc1nnc(CC(=O)NCc2ccccc2)s1 | i | -4 | i | i | -4 | i | -35 | i | i | -15 | -0.2
COc1ccc(NC(=O)Nc2cc(C)ccc2F)cc1 | i | 4 | i | i | 4 | i | -161 | i | i | -164 | 2.8
Cc1cc(NC(=O)COc2c(C)cccc2C)no1 | i | -1 | i | i | 0 | i | -28 | i | i | -12 | 0.1
CCOC(=O)c1c(C)nc2sc(C(=O)Nc3ccc(OC)cc3)c(N)c2c1-c1ccc(OC)cc1 | i | -5 | i | i | 37 | i | -22 | i | i | -58 | 0.4
Cc1ccnc(NS(=O)(=O)c2ccc(NC(=O)c3cc(-c4ccc(Br)cc4)nc4ccccc34)cc2)n1 | i | 1 | i | i | 62* | i | -3 | i | i | -25 | -0.3
O=C(c1ccco1)N1CCC(c2nc3c(nnn3Cc3ccc(F)cc3)c(=O)[nH]2)CC1 | i | -8 | i | i | -12 | i | 16 | i | i | 19 | -0.1
COC(=O)CN1C(=O)COc2ccc(S(=O)(=O)N3CCOCC3)cc21 | i | 0 | i | i | 2 | i | -22 | i | i | 9 | -0.6
COc1cccc2cc(/C(C)=N/NC(=O)c3ccco3)oc12 | i | 6 | i | i | 10 | i | -28 | i | i | -40 | 2.3
O=S(=O)(Nc1cccnc1Cl)c1ccc(F)cc1 | i | 0 | i | i | -13 | i | -11 | i | i | 14 | -0.1
CCOC(=O)c1nn(-c2ccc(Cl)cc2)c2nnc(Cc3ccccc3)c(=O)n12 | i | -1 | i | i | 0 | i | 9 | i | i | -8 | 0.1
COc1cc(S(=O)(=O)N2CCN(C(=O)c3ccccc3)CC2)c(OC)cc1Br | i | 4 | i | i | -14 | i | -4 | i | i | 3 | -0.1
Cc1ccc(S(=O)(=O)CCC(=O)Nc2ccc(S(=O)(=O)N(C)C)cc2)cc1 | i | -1 | i | i | 3 | i | -13 | i | i | 28 | -0.1
